Source: PubChem (NCI)
All columns: NCI-60 one-dose screen, growth in % after 48 h at 10 µM unless noted; 100 = growth as untreated, 0 = no growth, -100 = all killed.
RXF 393 – RXF 393 renal cancer cells | 77,000 tested, 6.9% active | AID 1794773
A498 – A498 renal cancer cells; AID 1794774; 76,000 tested, 5.4% active
786-0 – 786-0 renal cancer cells; 81,000 tested, 5.1% active
CAKI-1 – CAKI-1 renal cancer; 75,000 tested, 4.7% active
SN12C – SN12C renal cancer cells | 81,000 tested, 3.8% active
TK-10 – TK-10 renal cancer cells; 81,000 tested, 3.9% active; AID 1794769
UO-31 – UO-31 renal cancer. AID 1794768. 81,000 tested, 5.2% active
U251 – U251 CNS tumor cells. 80,000 tested, 5.4% active
ACHN – ACHN renal cancer; 81,000 tested, 4.9% active; AID 1794771
An asterisk follows results filed as active; nt = not tested or not shown; & = joins results of further samples. The calls were made as follows: active = growth percent below 10; inactive = the rest.

SMILES	RXF 393	A498	786-0	CAKI-1	SN12C	TK-10	UO-31	U251	ACHN
COc1cccc(-c2c(C#N)c(-c3ccc(C)cc3)nc3c2c(-c2ccccc2)nn3-c2ccccc2)c1	108	72	88	85	94	104	84	97	105
COc1ccccc1S(=O)(=O)Nc1ccc2c3c(cc(-c4cnn(C)c4)nc13)C(=O)N2C	40	27	44	nt	52	13	24	52	37
C[N+](C)(C)CC(=O)c1ccc2ccccc2c1	105	111	91	nt	94	97	95	100	115
CC(C)(CCc1ccccn1)C(=O)C(CCc1ccccn1)CCc1ccccn1	122	95	95	98	99	101	77	103	101
COC(=O)/C=C1/SC(=Nc2ccc(C(F)(F)F)cc2)N(CCc2c[nH]c3ccc(O)cc23)C1=O	-51*	-1.6*	-59*	31	-69*	12	-18*	-38*	-46*
COc1ccc(-c2cn[nH]c2-c2ccc(OC)c(O)c2)cc1	nt	59	92	75	91	89	85	63	92
Cc1cc(OC(=O)c2c(-c3ccccc3)noc2C)n(-c2ccc(NC(=O)c3c(-c4ccccc4)noc3C)cc2)n1	88	107	90	110	94	123	80	98	95
O=C(O)C(=O)Cc1ccccc1	121	96	nt	98	94	107	95	98	107
CCSc1cc(Cl)nc(N)n1	144	107	95	nt	82	138	82	92	104
CC(=O)C1=C(O)C(CSCc2ccccc2)N(C)C1=O (stereo not drawn)	106	98	105	93	100	109	80	99	101
O=C1NCC(c2cc3ccc(Cl)cc3[nH]c2=O)Nc2ccccc21 (stereo not drawn)	97	112	100	101	111	83	89	89	101
C=C1CCC2C3(C)COC(c4ccccc4Cl)OC3CCC2(C)C1/C=C/C1=CCOC1=O (stereo not drawn)	82	77	65	61	83	91	30	70	60
O=C(NC1CC1)C1CN(c2cccc(Cl)c2)N(c2cccc(Cl)c2)C1=O (stereo not drawn)	84	88	87	74	98	88	42	89	79
CC/C(=C(\c1ccc(O)cc1)c1ccc(OCCN(C)C(=O)CCOCCNC(=O)c2ccc3c(c2)CN([C@@H]2CCC(=O)NC2=O)C3=O)cc1)c1ccccc1	90	90	93	95	96	88	90	93	106
O=C(Nc1cccc(-n2cc(-c3ccncc3)c(-c3cc(O)cc(Cl)c3)n2)c1)Nc1ccc(Cl)c(C(F)(F)F)c1	-50*	22	-30*	29	35	26	18	-27*	21

2 records drawn at random from those above:
SMILES	RXF 393	A498	786-0	CAKI-1	SN12C	TK-10	UO-31	U251	ACHN
CC(=O)C1=C(O)C(CSCc2ccccc2)N(C)C1=O (stereo not drawn)	106	98	105	93	100	109	80	99	101
CCSc1cc(Cl)nc(N)n1	144	107	95	nt	82	138	82	92	104

Further entries follow:
SMILES	RXF 393	A498	786-0	CAKI-1	SN12C	TK-10	UO-31	U251	ACHN
Nc1nc(=S)cc(Cl)[nH]1	112	98	99	nt	108	86	84	107	nt
COc1ccc(C2CC(c3cccs3)=NN2c2ccc(S(=O)(=O)NC(=O)NCc3cccc(OC)c3)cc2)cc1 (stereo not drawn)	nt	102	101	95	112	96	87	98	93
O=c1c2c(c3ccccc3n1-c1ccccc1)NC(=S)NC2c1ccc(Cl)cc1 (stereo not drawn)	46	51	19	33	50	11	48	32	53
O=C1NC(=O)C(=Cc2ccc(OCC(=O)N3CCCC3)cc2)C(=O)N1	123	97	102	89	103	120	80	100	105
O=S(=O)(O)c1ccc2c(O)cc(S(=O)(=O)O)cc2c1	116	130	96	102	92	135	71	112	109
COc1ccc(CNC(=O)CCc2nc3sc4c(c3c(=O)[nH]2)CCC4)cc1OC	106	100	100	102	94	108	94	103	107
N#Cc1c(NC(=O)C(Cl)(Cl)Cl)sc2c1CCCC2	96	110	98	nt	97	110	86	104	96
Cc1ccn2ccnc2c1	142	109	106	94	112	111	104	98	103
CC(C)(CO)NCc1ccc(Cl)cc1	104	99	96	95	104	112	92	nt	122
O=c1[nH][n+](-c2no[n+]([O-])c2-c2cccc(F)c2)no1	112	nt	105	74	97	160	79	101	105
Cc1ccc(Cl)cc1NC(=O)OC(C)C	123	99	108	101	100	101	101	101	103
OC(CSc1ccccc1)CN1CCN(c2ccccc2)CC1 (stereo not drawn)	95&104	92&103	108&104	96&105	104&97	104&102	78&85	102&103	101&110
O=C(CSc1nnc(-c2ccc(-c3nc4ccc(Cl)cc4[nH]3)cc2)o1)Nc1ccc(C(=O)/C=C/c2ccc(Cl)cc2)cc1	142	100	102	102	100	110	84	105	103
CON(C)C(=O)c1cc(-c2ccc(Cl)cc2)n(-c2ccc(S(C)(=O)=O)cc2)n1	91	99	91	69	76	113	91	80	89
CC1=C(C(=O)c2cnccn2)C(c2ccccc2)NC(=O)N1 (stereo not drawn)	100	nt	99	100	96	115	81	110	97
C/C(=N/Nc1ccccc1[N+](=O)[O-])C(C)C#N (stereo not drawn)	111	108	98	76	91	117	82	103	90
CCOC(=O)c1cc(C(=O)c2ccc(Br)cc2)n2ccncc12	117	96	95	nt	105	125	87	95	104
COC[C@@]1(C)CC[C@]2(C)CC[C@]3(C)C(=CC[C@@H]4[C@@]5(C)CCCNC(C)(C)[C@@H]5CC[C@]43C)C2C1 (stereo partly drawn)	72	nt	59	72	52	110	90	35	87
COc1cc(Nc2scc3[n+]2CCC3)cc(OC)c1OC	nt	85	103	97	101	110	97	89	105
Cc1sc2c(c1C)c(=O)nc1c(-c3nc4ccccc4s3)n[nH]n12	nt	101	105	nt	97	140	74	98	101
COc1cc(-c2cc(-c3ccc(Br)cc3)nc3nc(N)[nH]c(=O)c23)ccc1Oc1ccnc2cc(Cl)ccc12	94	127	104	90	98	114	83	107	109
COC(=O)C1CC(O)C(O)C(O)C1 (stereo not drawn)	95	96	109	103	107	101	92	107	111
O=C(N/N=C/c1ccc(Cl)cc1)c1cccnc1	101	142	96	111	101	106	84	102	98
Cc1ccc(C2=NN3C(C2)c2ccccc2OC3c2ccc(/C=C3\SC(=S)N(C)C3=O)cc2)cc1 (stereo not drawn)	116	114	96	74	98	105	66	101	94
CCOC(=O)c1sc(NC(=O)COc2cccc(/C=C3\CCc4cc(OC)ccc4C3=O)c2)nc1C	nt	86	88	60	49	89	14	41	86
CC(C(=O)O)n1c(O)c(C=Nc2cccnc2)sc1=S (stereo not drawn)	89	95	95	80	89	111	50	86	102
CCc1ccc(N2C(=O)CCSC2=S)cc1	125	113	101	106	93	105	86	102	105
CN1CCN(C(=O)Nc2ccc(Br)cc2)CC1	122	108	104	92	114	101	104	102	113
CC(C)(C)n1nc(C2CC2)c(Br)c1NC(=O)c1ccccc1Cl	108	107	105	84	99	114	90	nt	103
Cc1cc(N(C)C)nc(Nc2ccc(NC(=O)Nc3ccccc3)cc2)n1	115	96	96	93	99	100	107	97	98
CC1=C/C(=C(\c2cc(C)c(O)c(Br)c2)c2ccccc2S(=O)(=O)O)C=C(Br)C1=O	109	100	106	91	97	115	78	104	99
Cc1[nH]c(C(=O)Nc2nc3ccc(NC(=O)CCN)cc3s2)c(Cl)c1Cl	82	65	92	32	65	113	80	47	43
COc1ccc(-c2c3c(nn2-c2ccc(N)cc2)CCc2cnoc2-3)cc1OC	93	85	85	82	92	89	62	89	82
O=C1Nc2cnc(Cl)nc2Nc2ccccc21	113	102	99	91	98	107	76	nt	98
Cc1ccccc1CN1C(=O)C2=C(CCNC2)N2CCN=C12	115	84	99	103	100	91	89	100	107
CCCCC1CCCC12NC(=O)NC2=O (stereo not drawn)	113	98	105	107	96	93	85	99	99
O=C(NCCc1nccs1)c1cnc2c(S)cccc2c1	9.6*	-2.1*	47	19	nt	38	13	13	29
CCOc1ccc([N+](=O)[O-])cc1[N+](=O)[O-]	101	99	109	96	97	106	84	102	110
Nc1nc(N)nc(-c2ccco2)n1	107	nt	85	101	100	109	98	97	116
N#Cc1ccc(Nc2nn3c(SCC(=O)c4ccccc4)nnc3s2)cc1	98	97	96	91	106	108	81	100	102
CN1C(=O)N(C)C2C1NN=c1s/c(=C\c3cccnc3)c(=O)n12 (stereo not drawn)	92	nt	97	58	94	109	67	90	92
COc1ccc(/C=N\NC(=O)N/N=C/c2ccc(OC)c(S(=O)(=O)O)c2)cc1S(=O)(=O)O	113	116	103	103	103	107	100	104	100
CC(=O)Nc1nonc1-c1nc2ccccc2n1Cc1ccccn1	106	88	104	87	99	107	91	99	97
COc1ccc(C(C)OC)cc1OC (stereo not drawn)	110	105	106	88	105	99	91	99	109
O=C(Nc1ccccc1)Nc1ccc(OCC(=O)c2ccc(Cl)cc2)cc1	111	123	95	65	95	115	77	80	82
O=c1c2ccccc2nc(COc2ccccc2)n1/N=C/c1ccc(N2CCCC2)cc1	nt	109	93	92	89	100	70	105	92
Cc1ccc(-c2ccnc(/N=C(\N)Nc3ccc(S(=O)(=O)Nc4nc(C)cc(C)n4)cc3)n2)cc1	nt	130	115	83	106	119	74	107	101
O=C(CCN1CCOCC1)Nc1ccc(Cn2nnc3c2C(=O)c2nnn(Cc4ccc(NC(=O)CCN5CCOCC5)cc4)c2C3=O)cc1	66	72	98	91	-41*	123	108	-59*	97
Cc1cc(C)c(N2C(=O)CC(Sc3ccccc3N)C2=O)c(C)c1 (stereo not drawn)	85	54	112	48	90	123	55	81	88
c1ccc(CN2COc3c(ccc4c3OCN(Cc3ccccc3)C4)C2)cc1	nt	52	-26*	7.7*	11	30	-17*	nt	12
O=c1c2sc3ncc(Cl)cc3c2ncn1-c1cccc(Cl)c1	107	70	89	76	107	88	65	64	67
CC(C)c1nc2c([nH]1)c(=O)n(C)c(=O)n2C	nt	93	94	37	91	85	95	97	100
CN1C(=O)N(C)C2C1NC(=O)N2CC(=O)N1CCOCC1 (stereo not drawn)	97	89	92	87	89	96	96	96	109
Cc1cc(N(CCCNc2ccnc3cc(Cl)ccc23)Cc2ccc3c(c2)OCO3)nc(N2CCCCC2)n1	-75*	-19*	-92*	nt	23	-35*	-62*	-55*	-38*
O=S(=O)(Nc1ccc(O)cc1)c1ccccc1	127	103	97	93	97	102	90	101	106
FC(F)(F)c1cc(Nc2ccc3c(OCCCN4CCOCC4)cccc3n2)ccc1Cl	24	67	-42*	56	67	77	51	9.5*	51
IP(CCCSc1n(Cc2ccc3ccccc3c2)c(-c2ccccc2)c(-c2ccccc2)[n+]1Cc1ccc2ccccc2c1)(c1ccccc1)(c1ccccc1)c1ccccc1	100	nt	87	78	57	67	70	10	88
COc1ccc(-n2nc(C(=O)NCCCC(=O)O)nc2-c2ccccc2)cc1	117	117	97	nt	109	85	82	101	110
Nc1ncc(Br)cn1	112	97	99	104	100	110	85	103	109
CC(=O)CC(c1ccccc1)c1c(-c2ccccc2)[nH]c2ccccc12 (stereo not drawn)	93	69	97	60	87	116	71	96	88

Further entries follow.
SMILES	RXF 393	A498	786-0	CAKI-1	SN12C	TK-10	UO-31	U251	ACHN
FC(F)(F)c1ccc(-c2cnc(Cl)nc2N2CCC3(CC2)OCCO3)cc1	105	76	96	87	103	90	70	85	93
O=C1NC(=O)c2c1c1c3ccccc3[nH]c1c1oc3cc(Br)ccc3c21	88	26	82	39	79	126	37	65	55
Cc1cc(=O)oc2cc(OCc3cn(CCNc4nc(-c5ccc(Br)cc5)cn5ccnc45)nn3)ccc12	97	68	80	72	72	100	40	84	77
Oc1ccc(Cl)cc1Sc1cc(Cl)ccc1O	62	nt	110	nt	86	104	75	94	90
CCCCSc1nc(NCCc2c[nH]c3ccccc23)c(C#N)c(-c2ccccc2)n1	-8.3*	62	11	35	nt	74	46	8.2*	43
COc1cc2c(cc1OC(C)=O)C(=O)CCCC2	94	68	87	74	112	118	88	94	92
CSc1cccc(C(=O)O)c1	125	87	nt	97	102	102	nt	104	100
O=C(O)c1cccc(Nc2nc3ccccc3nc2/C=C/c2ccc(Cl)cc2)c1	85	71	77	57	59	134	57	50	83
O=c1c2cc3c(=O)n(-c4ccccc4)c(=O)c3cc2c(=O)n1-c1ccccc1	112	121	112	nt	111	113	77	99	97
CSc1ccc(C(=NNS(=O)(=O)c2ccc(C)cc2)c2ccc(Cl)cc2)cc1	101	97	104	86	93	104	82	103	105
CC1CN(S(=O)(=O)c2cc(Cl)c(Oc3ccc([N+](=O)[O-])cc3Cl)c(Cl)c2)CC(C)O1 (stereo not drawn)	84	77	95	78	86	109	72	94	81
C=CCC(C(=O)NCCN(CC)CC)(c1ccccc1)c1ccccc1	85	108	91	91	93	97	92	96	96
NC(CC(=O)c1ccccc1)C(=O)O (stereo not drawn)	115	95	111	nt	101	79	83	95	nt
CN(C)C(=O)N(C)/N=C/c1ccc([N+](=O)[O-])o1	101	89	110	106	98	100	96	96	110
O=[N+]([O-])c1ccc(Nc2ccccc2N=Cc2ccccc2O)c2nonc12	101	100	102	97	96	114	86	100	96

Entries above that have an aryl thioether with sulfur outside any ring (10):
SMILES	RXF 393	A498	786-0	CAKI-1	SN12C	TK-10	UO-31	U251	ACHN
CCSc1cc(Cl)nc(N)n1	144	107	95	nt	82	138	82	92	104
OC(CSc1ccccc1)CN1CCN(c2ccccc2)CC1 (stereo not drawn)	95&104	92&103	108&104	96&105	104&97	104&102	78&85	102&103	101&110
O=C(CSc1nnc(-c2ccc(-c3nc4ccc(Cl)cc4[nH]3)cc2)o1)Nc1ccc(C(=O)/C=C/c2ccc(Cl)cc2)cc1	142	100	102	102	100	110	84	105	103
N#Cc1ccc(Nc2nn3c(SCC(=O)c4ccccc4)nnc3s2)cc1	98	97	96	91	106	108	81	100	102
Cc1cc(C)c(N2C(=O)CC(Sc3ccccc3N)C2=O)c(C)c1 (stereo not drawn)	85	54	112	48	90	123	55	81	88
IP(CCCSc1n(Cc2ccc3ccccc3c2)c(-c2ccccc2)c(-c2ccccc2)[n+]1Cc1ccc2ccccc2c1)(c1ccccc1)(c1ccccc1)c1ccccc1	100	nt	87	78	57	67	70	10	88
Oc1ccc(Cl)cc1Sc1cc(Cl)ccc1O	62	nt	110	nt	86	104	75	94	90
CCCCSc1nc(NCCc2c[nH]c3ccccc23)c(C#N)c(-c2ccccc2)n1	-8.3*	62	11	35	nt	74	46	8.2*	43
CSc1cccc(C(=O)O)c1	125	87	nt	97	102	102	nt	104	100
CSc1ccc(C(=NNS(=O)(=O)c2ccc(C)cc2)c2ccc(Cl)cc2)cc1	101	97	104	86	93	104	82	103	105
